LYPLA1 counter – LYPLA1 inhibitors, primary screen, counter-screen for PME1 inhibitor project, biochemical, fluorescence polarization, FP-Rh probe ABPP; AID 2174, 2009; recombinant LYPLA1; inhibition, % at 5.9 µM; 320,000 tested, 0.16% active; Acyl-protein thioesterase 1 (Homo sapiens), O75608;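 active = inhibition above the mean of all tested compounds plus 3 SD, set per campaign, cut at about 14% in these data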;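 note: inhibitors block serine hydrolase probe labeling of LYPLA1 so polarization falls; 0% = enzyme with DMSO and 100% = wells lacking LYPLA1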
Target sequence (O75608 whole entry, looked up): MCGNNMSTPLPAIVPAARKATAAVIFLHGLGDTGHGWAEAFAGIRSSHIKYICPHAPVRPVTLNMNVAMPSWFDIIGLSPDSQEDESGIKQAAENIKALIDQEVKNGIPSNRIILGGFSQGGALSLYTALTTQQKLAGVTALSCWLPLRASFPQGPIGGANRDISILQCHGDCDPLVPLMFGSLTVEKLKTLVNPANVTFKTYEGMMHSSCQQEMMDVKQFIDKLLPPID
PREPL inh – PREPL enzyme inhibitors, primary screen, biochemical, fluorescence polarization; Prolyl endopeptidase-like (Homo sapiens), Q4J6C6; recombinant PREPL, fluorescence polarization activity-based probe; inhibition, % at 5.96 µM; 320,000 tested, 0.68% active; in the data active = inhibition above about 43%;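 note: 0% = enzyme with DMSO and 100% = wells lacking enzyme; many of its hits are not listed in these tables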
PAFAH1B3 inh – PAFAH1B3 enzyme inhibitors, primary screen, biochemical, fluorescence polarization, human. recombinant PAFAH1B3, FP-rhodamine probe. inhibition, % at 3.39 µM. 340,000 tested, 0.28% active;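 active = inhibition above the screen-wide average of all tested compounds plus 3 SD, cut at about 25% in these data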;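 note: 0% = enzyme with DMSO only and 100% = wells lacking PAFAH1B3 protein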
Target sequence (Q15102 whole entry, looked up): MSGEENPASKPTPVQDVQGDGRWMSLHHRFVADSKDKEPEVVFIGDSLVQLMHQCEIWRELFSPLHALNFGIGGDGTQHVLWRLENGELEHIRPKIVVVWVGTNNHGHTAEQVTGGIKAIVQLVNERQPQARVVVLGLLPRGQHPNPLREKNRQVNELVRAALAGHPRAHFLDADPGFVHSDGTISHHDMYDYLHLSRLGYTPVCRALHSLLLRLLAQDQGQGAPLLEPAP
PME-1 primary – PME-1 inhibitors via competitive probe labeling, primary screen, biochemical, fluorescence polarization, FP-Rh probe, HTS. recombinant PME-1. inhibition, % at 5.9 µM. 320,000 tested, 0.53% active;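 active = inhibition above the campaign mean of all compounds plus 3 SD, cut at about 26% in these data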;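 note: competitive labeling of PME-1 active site by serine hydrolase directed probe; 0% = PME-1 with DMSO and 100% = wells lacking PME-1 enzyme; inhibitors block probe labeling so polarization falls and inhibition rises; many of its hits are not listed in these tables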
Target sequence (Q9Y570 whole entry, looked up): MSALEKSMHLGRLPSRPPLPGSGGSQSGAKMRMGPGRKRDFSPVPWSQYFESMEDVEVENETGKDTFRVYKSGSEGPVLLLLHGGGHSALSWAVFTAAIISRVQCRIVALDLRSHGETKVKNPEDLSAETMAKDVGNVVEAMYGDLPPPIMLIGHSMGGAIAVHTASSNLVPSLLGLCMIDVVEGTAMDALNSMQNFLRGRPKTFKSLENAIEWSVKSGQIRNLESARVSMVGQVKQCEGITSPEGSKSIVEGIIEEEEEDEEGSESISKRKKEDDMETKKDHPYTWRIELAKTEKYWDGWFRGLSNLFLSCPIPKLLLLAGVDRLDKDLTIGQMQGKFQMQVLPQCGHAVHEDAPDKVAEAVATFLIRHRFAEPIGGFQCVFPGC
PAFAH1B2 FP inh – PAFAH1B2 enzyme inhibitors, primary screen, biochemical, fluorescence polarization, human; Platelet-activating factor acetylhydrolase IB subunit alpha2 (Homo sapiens), P68402; inhibition, % at 3.39 µM; 340,000 tested, 1.2% active; recombinant PAFAH1B2, FP-rhodamine activity probe;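 active = inhibition above the mean of all tested compounds plus 3 SD, cut at about 24% in these data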;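 note: 0% = enzyme with DMSO and 100% = wells lacking PAFAH1B2; many of its hits are not listed in these tables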
GSTO1 inh – inhibitors of recombinant GSTO1, primary screen, counter-screen for RBBP9 inhibitor project, biochemical, fluorescence polarization. Glutathione S-transferase omega-1 (Homo sapiens), P78417. activity-based probe fluorescence polarization. 300,000 tested, 1.1% active. inhibition, % at 5.96 µM;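 active = inhibition above the campaign mean inhibition plus 3 SD, cut at about 35% in these data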;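 note: 0% = GSTO1-1 with DMSO and 100% = wells lacking GSTO1-1 enzyme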
pPAFAH inh – pPAFAH enzyme inhibitors, primary screen, biochemical, fluorescence polarization, human | 330,000 tested, 1.5% active | recombinant pPAFAH, FP-rhodamine probe fluorescence polarization | Platelet-activating factor acetylhydrolase (Homo sapiens), Q13093 | inhibition, % at 3.39 µM | AID 463082, 2010;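 active = inhibition above the mean inhibition across the screen plus 3 SD, cut at about 25% in these data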;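 note: inhibitors block binding of the rhodamine activity-based probe so polarization drops; 0% = enzyme with DMSO and 100% = wells lacking pPAFAH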
LYPLA2 counter – LYPLA2 inhibitors, primary screen, counter-screen for PME1 inhibitor project, biochemical, fluorescence polarization, FP-Rh probe ABPP; 320,000 tested, 0.38% active; Acyl-protein thioesterase 2 (Homo sapiens), O95372; inhibition, % at 5.9 µM; recombinant LYPLA2;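 active = inhibition above the screen-wide mean plus 3 SD, limit set per campaign, cut at about 26% in these data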;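 note: 0% = LYPLA2 with DMSO and 100% = wells lacking LYPLA2 enzyme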
PAD4 FP inh – human PAD4 inhibitors, primary screen, biochemical, fluorescence polarization, 1536-well format | Protein-arginine deiminase type-4 (Homo sapiens), Q9UM07 | recombinant PAD4, RCA probe fluorescence polarization | inhibition, % at 6.36 µM | 330,000 tested, 0.41% active;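 active = percent inhibition above a cutoff equal to the mean of all tested compounds plus 3 SD, cut at about 15% in these data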;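 note: 0% = PAD4 with RCA probe and DMSO and 100% = probe without PAD4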
* marks the source's active call; other numbers are inactive results; . = no result given. A portion of the library; the hit share may differ from the screen's.

SMILES	LYPLA1 counter	PREPL inh	PAFAH1B3 inh	PME-1 primary	PAFAH1B2 FP inh	GSTO1 inh	pPAFAH inh	LYPLA2 counter	PAD4 FP inh
Cc1cc(C(=O)OCC(=O)Nc2ccc(F)cc2)c(C)o1	3.2	5.2	6.2	1.5	1.2	4.8	7.4	4.9	-6.7
O=C(c1cc(C2CC2)on1)N1CCN(c2ccccc2)CC1	-2.9	15.4	7.2	0.4	2.0	3.2	-0.5	-1.1	2.3
Cc1cccc(NC(=O)CSc2c3c(nc4ccccc24)CCC3)n1	3.5	0.7	6.9	1.7	4.3	-8.8	-1.3	10.8	10.1
c1csc(-c2cnc3ccccc3n2)c1	3.5	-17.3	3.6	-6.2	2.9	1.6	5.4	1.8	-7.0
COCCn1c(=NC(=O)CCS(=O)(=O)c2ccccc2)sc2cc(C(=O)OC)ccc21	1.6	5.4	8.4	5.0	-4.5	0.2	3.2	-0.3	1.0
COc1ccc(CC(=O)NCc2cccs2)cc1OC	0.9	-1.9	7.5	-0.7	0.3	10.7	4.5	3.8	7.7
Nc1cc(=O)[nH]c(SCC(=O)Nc2ccc(S(=O)(=O)N3CCCC3)cc2)n1	.	8.3	5.1	.	8.4	.	2.6	.	-3.9
N#C/C(=C\Nc1ccc(Cl)cc1)S(=O)(=O)c1ccccn1	4.1	-4.3	-2.0	-2.0	4.5	7.5	2.0	6.3	0.9
Cc1ccc(S(=O)(=O)N(C)C)cc1NC(=O)CCc1ccccc1	2.0	3.0	1.8	8.2	0.9	7.8	2.6	0.3	2.1
O=C(NCC(=O)N1CCN(Cc2ccccc2)CC1)c1cccs1	.	1.8	-1.3	.	2.3	.	-0.5	.	-0.9
Cc1ccc(S(=O)(=O)N(C)c2ccc(OCC(=O)Nc3ccc(C(=O)N(C)C)cc3)cc2)cc1C	-0.3	13.6	5.6	3.2	2.1	.	-2.8	8.8	0.4
COc1cc(C=O)c(Br)cc1OCC(=O)NCc1ccccc1	-0.6	3.7	-5.5	4.1	3.2	7.1	4.2	-7.6	1.7
CC(C)N=C(NC#N)SCc1ccc(Br)cc1	1.0	0.1	1.8	4.6	12.8	10.9	3.7	3.4	0.8
O=C(O)c1ccc(S(=O)(=O)N2CCCC2)cc1	0.4	-6.6	0.1	4.4	-2.7	3.3	5.6	5.0	1.7
C=CCOc1ccc(/C=N/NC(=O)c2cc3c(OC)cc(OC)cc3[nH]2)cc1	-22.1	31.1	22.8	41.2*	15.2	-25.0	2.0	-27.6	0.8
CC1(C)SC[C@H](C(=O)Nc2cccc(Cl)c2)N1C=O	-3.2	4.2	-0.8	-6.9	-2.8	8.8	-3.4	-4.5	3.5
COc1cccc2c(C)c(C(=O)O)[nH]c12	-5.5	14.9	13.1	-7.9	1.9	29.3	40.0*	-4.5	-1.3
CN(Cc1c(F)cccc1Cl)C(=O)CNC(=O)c1sc2ccccc2c1Cl	-4.6	11.5	-0.1	-4.0	-1.4	-5.8	-0.7	-7.9	5.4
COc1ccc(OC)c(C(C)NC(C)=O)c1 (configuration not stated)	-4.5	4.8	2.5	-12.2	1.6	7.8	-7.6	-3.8	-3.8
CCN(CC)c1ccc(NC(=O)c2nc3nc(C)cc(C(F)F)n3n2)cc1	0.7	7.6	10.4	-1.4	7.7	-1.6	6.7	3.2	-1.4
O=C(CN1C(=O)c2ccccc2C1=O)NCCc1c[nH]c2ccc(Cl)cc12	-4.6	-10.3	8.9	7.6	-1.4	3.3	4.6	2.5	-0.9
COC(=O)c1ccc(OC)c(-c2c(OC)cc(OC)cc2OC)c1	1.7	6.8	13.9	-1.4	-0.6	-2.7	2.1	1.9	-0.7
COCC1CCCCC1OS(N)(=O)=O (configuration not stated)	-2.5	0.7	-3.0	1.8	6.8	2.0	1.3	-4.8	0.2
CCP(=O)(CC)C(C)(C)CP(=O)(c1ccccc1)c1ccccc1	-1.4	6.1	6.6	0.8	-1.6	-1.5	4.3	0.3	0.5
CCOc1ccc(/C(C)=N\NC(=O)Cc2ccccc2)cc1	-3.9	-2.6	5.6	-4.2	-4.4	0.4	4.0	-0.7	2.1
COc1cccc(C2Nc3ccc4ccccc4c3C3=C2C(=O)CCC3)c1O (configuration not stated)	2.1	6.9	3.5	1.3	7.8	-2.5	6.0	-1.2	-0.8
CC(=O)N1N=C(c2cccc([N+](=O)[O-])c2)OC1c1ccc(Br)cc1 (configuration not stated)	2.7	2.1	1.1	0.6	-1.0	-5.5	0.1	5.0	0.6
CCCNC(=O)C(=O)N/N=C/c1cccs1	0.0	0.4	9.0	5.4	-5.2	6.0	2.9	1.8	0.7
CCOC(=O)N1CCN(C(=O)c2cccc(OC)c2O)CC1	-1.1	1.2	5.2	-2.6	-1.4	3.7	3.3	-6.8	-2.2
CCOc1ccccc1NC1=C(Cl)C(=O)N(c2ccc(OC)cc2)C1=O	-5.7	-7.4	0.3	0.7	0.1	5.6	14.4	-2.5	-4.6
N#CCc1c(C#N)c(N)nc(N2CCOCC2)c1C#N	-5.0	-4.8	18.2	-0.7	5.3	-0.2	-3.6	-4.1	-2.1
COc1ccc(-c2nnc3ccc(SCC(=O)NCc4ccco4)nn23)cc1	0.3	3.9	4.5	4.9	0.0	0.7	4.8	5.2	-1.1
COc1ccccc1Cn1c(=S)[nH]c2cc(C(=O)NCCN3CCOCC3)ccc2c1=O	-3.2	-13.2	9.0	-5.4	2.5	12.1	-1.3	-6.1	2.6
COc1cc2c(cc1NC(=O)CSc1nc3ccccc3[nH]1)oc1ccccc12	-21.7	-34.3	-15.6	-48.1	-14.2	10.6	-15.4	-38.6	1.5
Cc1c(Cc2ccccc2)c(=O)oc2cc(OC(C)C(=O)NCC3CCC(C(=O)O)CC3)c(Cl)cc12 (configuration not stated)	3.2	-5.6	3.9	4.1	-7.4	-1.4	5.8	11.5	-2.9
COc1ccc(-n2cc(-c3ccccc3)c3c(NCCOCCO)ncnc32)cc1	2.4	18.9	6.4	2.7	-0.3	-3.7	28.2*	13.3	0.9
Cc1cccc(OCC(=O)NCC(=O)N/N=C/c2ccc(N(C)C)cc2)c1	-0.5	2.7	2.8	-0.9	4.1	1.8	-0.6	3.0	1.2
O=C(NNC(=O)c1ccccc1-c1ccccc1C(=O)O)c1cccc([N+](=O)[O-])c1	-3.9	-0.9	-2.2	2.3	1.6	1.6	-1.9	-9.5	-3.8
Cc1ccc(-c2c(C#N)c(N)nc3c2CCCCC3)cc1	-1.5	9.9	7.2	2.5	1.2	8.1	2.9	-3.7	-2.6
Cc1ccc2nc(NC(=O)CN(C)S(=O)(=O)c3ccc(Br)s3)sc2c1	-33.5	-28.3	-10.3	-39.2	1.4	-21.0	-5.9	-46.0	-3.7
O=CN1CCN(C(=O)CC(c2ccccc2)c2cc(Br)ccc2O)CC1 (configuration not stated)	0.1	-10.9	5.3	7.5	2.5	7.3	1.4	2.8	-2.9
CC(C)OC(=O)CSc1nc(N)c(C#N)c(-c2cccs2)c1C#N	4.7	-6.0	2.2	2.1	6.2	-17.9	6.6	1.7	-10.8
CCN(CC(=O)Nc1c(F)cccc1F)C(=O)c1cc([N+](=O)[O-])ccc1N1CCOCC1	1.9	-1.4	4.9	-4.7	4.5	3.8	-4.7	3.6	-2.3
Cc1ccc(Cn2nc(C)c(C(=O)NCC(c3cccs3)N3CCOCC3)c2Cl)cc1 (configuration not stated)	-3.8	18.7	7.5	-6.5	-1.7	-0.4	4.8	-4.5	3.3
Cc1ccnc(NC(=O)COC(=O)c2ccc(F)cc2F)n1	6.8	1.5	9.8	5.4	2.8	5.6	9.6	6.6	-1.6
COc1ccc(-c2cc(C(=O)Nc3cc(C)nn3-c3ccccc3)no2)cc1OC	-0.5	1.8	2.9	-5.7	0.8	3.6	3.1	2.1	-1.4
O=C(COC(=O)c1cc([N+](=O)[O-])ccc1N1CCOCC1)Nc1ccc(Cl)cn1	-1.8	20.1	8.4	1.3	-3.1	-1.9	7.2	1.6	-3.2
CC(=O)Nc1c(C(=O)NCc2ccccc2)nnn1Cc1ccccc1	-1.2	-3.3	-0.5	-8.4	3.0	3.8	1.6	-2.6	1.6
C=COCCNC(=S)N1CCOCCOCCN(C(=S)NCCOC=C)CCOCC1	-3.0	2.0	-8.5	-5.8	2.4	6.9	-2.7	-4.0	-0.9
Cc1cccnc1NC(=O)c1ccccc1NC(=O)C(C)(C)C	2.0	1.7	-4.0	1.0	-0.1	-6.0	-0.9	-0.4	3.1
CCOc1ccc(NS(=O)(=O)c2ccc(OCC)c3ncccc23)cc1	3.4	11.3	3.3	-5.2	6.0	14.2	12.8	6.6	-0.6
COCC1CCCCN1C(=O)c1ccc(OC2CCN(CCc3ccccc3)CC2)cc1 (configuration not stated)	-3.1	19.8	4.0	3.6	0.9	-1.2	5.0	5.2	-2.3
CC1=NN(C(=O)c2ccoc2C)C(O)(C(F)(F)F)C1 (configuration not stated)	5.7	-0.4	7.2	2.4	5.9	7.8	-1.3	9.2	-1.3
CCN1CCN(S(=O)(=O)c2ccc(-c3cc(C)no3)s2)CC1	2.6	0.2	10.6	-1.9	1.2	0.2	9.0	9.7	-0.4
CC(=O)c1c(C)[nH]c(C(=O)/C(C#N)=C/c2cccc(C)c2)c1C	-3.7	10.8	2.0	4.9	1.5	24.8	3.3	-7.0	-3.3
COc1ccc(S(=O)(=O)N2CCCCCC2)cc1C(=O)N(C)CC(=O)Nc1ccccc1Cl	-0.9	12.2	13.6	3.4	5.8	7.2	0.7	4.3	2.3
Cc1ccc2nc(NC(=O)c3cc(-c4ccco4)nc4ccccc34)sc2c1	-7.3	2.1	-1.9	1.8	1.1	0.7	5.7	-6.5	-5.3
CCOc1cc(CNc2ccccc2)cc(Br)c1OCC(=O)NC(C)(C)C	-1.2	27.1	-1.7	-0.1	3.3	3.3	7.7	1.4	0.1
CC(C(=O)Nc1ccc(Cl)cc1Cl)N1C(=O)NC2(CCCC2)C1=O (configuration not stated)	-4.3	10.8	2.9	3.5	-0.4	1.8	4.7	5.7	3.1
O=C(Cn1ccc2ccccc2c1=O)NCC1COc2ccccc2O1 (configuration not stated)	-1.5	12.9	1.4	4.0	0.8	-1.4	-2.1	-10.9	-0.8
C/C(=N/NC(=O)c1cc(-c2cccc([N+](=O)[O-])c2)n[nH]1)c1ccc(Cl)cc1	-2.6	-4.2	-3.4	7.6	1.3	-5.8	5.1	-5.1	1.5
O=C(COC(=O)c1cccnc1Nc1ccccc1F)NCc1ccc2c(c1)OCO2	-0.7	-5.3	-0.9	-8.6	-0.9	4.2	5.8	-4.3	0.3
O=C(CN1CCOCC1)Nc1nc2ccc(Br)cc2s1	-0.3	-0.4	4.0	0.8	3.5	1.4	2.7	-6.2	17.3*

Screens as filed in PubChem BioAssay.
